# eIF4E 4G PPI = inhibitors of eIF4E and eIF4G interaction in translation initiation. AID 782. inhibition, % at 21.7 µM. 220,000 tested, 0.37% active. TR-FRET eIF4E-eIF4GI(517-606) binding, 2 h;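 active means inhibition above about 30%, limit read from the data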;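 further: 0% = full FRET control wells and 100% = background wells lacking eIF4GI fragment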
# zVAD death inh = blocks zVAD induced death of L929 cells | viability rescue, % at 10 µM | L929 zVAD necroptosis rescue, ATP luminescence, 24 h; with zVAD 60 µM | 220,000 tested, 0.38% active;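 active means activation, scaled between plate controls, above about 75%, limit read from the data; inactive means activation under that limit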;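 further: 0% = zVAD with DMSO and 100% = DMSO alone without zVAD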
# Hck Nef HTS = inhibitors of human Hck kinase activated by Nef; 220,000 tested, 0.68% active; inhibition, % at 20 µM; Recombinant Hck-YEEI plus Nef, Z-Lyte FRET kinase assay; AID 463187;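 active means Hck-Nef kinase inhibition above about 50%, limit read from the data; inactive means inhibition below that limit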;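 further: 0% = DMSO with Hck plus Nef and 100% = Hck alone without Nef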
# Tb hexokinase = T. brucei hexokinase 1 inhibition; recombinant TbHK1, G6PDH-coupled NADH A340; inhibition, % at 10 µM; 220,000 tested, 0.11% active;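 active means inhibition of 50% or more in the single-dose primary screen; inactive means inhibition below 50%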
# 14-3-3 Bad inh = disrupts binding of bovine 14-3-3 zeta to phospho-Bad peptide. TR-FRET 14-3-3zeta/Dy647-pBad peptide displacement, 1 h. AID 781. 220,000 tested, 0.71% active. P63103. inhibition, % at 21.7 µM;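 active means inhibition above about 70%, limit read from the data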;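 further: 0% = full 14-3-3 plus peptide FRET controls and 100% = background without 14-3-3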
# Target sequence (P63103 whole entry, looked up): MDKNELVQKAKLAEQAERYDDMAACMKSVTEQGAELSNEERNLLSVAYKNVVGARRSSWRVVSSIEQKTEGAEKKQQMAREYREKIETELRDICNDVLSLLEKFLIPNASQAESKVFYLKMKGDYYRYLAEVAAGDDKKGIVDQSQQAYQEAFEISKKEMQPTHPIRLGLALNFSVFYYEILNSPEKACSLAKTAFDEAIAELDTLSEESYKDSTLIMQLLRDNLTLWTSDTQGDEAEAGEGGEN
# Calpain2 inh = inhibitors of pig calpain II; 220,000 tested, 0.37% active; AID 1236; purified calpain II, fluorogenic peptide substrate, 30 min; inhibition, % at 16 µM;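 active means inhibition above about 50%, limit read from the data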
# EP2 modulator = EP2 receptor (human) modulation; P43116; 260,000 tested, 0.83% active; EP2-expressing cells, cAMP HTRF FRET, PGE2 co-stimulation; induction, % at 25 µM;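 active means compounds whose cAMP rise, as percent of the full-agonist control response, exceeds 60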;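 further: rat C6 glioma line stably carrying human EP2 under a CMV promoter; the protocol text gives 20 µM as final concentration; 100% = response of wells given 1 µM PGE2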
# Target sequence (P43116 whole entry, looked up): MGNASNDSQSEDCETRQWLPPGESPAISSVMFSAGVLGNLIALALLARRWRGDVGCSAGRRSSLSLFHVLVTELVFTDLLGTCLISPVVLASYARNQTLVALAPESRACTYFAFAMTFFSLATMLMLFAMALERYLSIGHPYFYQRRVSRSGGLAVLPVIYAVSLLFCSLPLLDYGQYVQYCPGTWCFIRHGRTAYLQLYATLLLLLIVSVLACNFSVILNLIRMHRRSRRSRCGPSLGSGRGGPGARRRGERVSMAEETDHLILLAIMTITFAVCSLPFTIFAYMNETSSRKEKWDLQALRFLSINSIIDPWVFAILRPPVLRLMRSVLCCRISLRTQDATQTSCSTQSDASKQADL
# PGE2 EP2 inh = blocks the human prostaglandin E2 receptor EP2; P43116; C6 glioma cells expressing human EP2, cAMP TR-FRET; cells stimulated with saturating PGE2; inhibition, % at 25 µM; 260,000 tested, 0.52% active; AID 1422;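 active means percent inhibition above 40 after rounding to a whole number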;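 further: rat C6 glioma host cells with rolipram phosphodiesterase inhibitor present; the protocol text gives 20 µM as final concentration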
# Rad51 HR inh = blocks human Rad51 in homologous recombination | Q06609 | inhibition, % at 10 µM | hRad51 DNA strand exchange, fluorescence dequenching | 200,000 tested, 0.085% active;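 active means inhibition above 40% at the single screening dose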;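 further: 0% = DMSO control wells and 100% = blanks with heterologous ssDNA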
# Target sequence (Q06609 whole entry, looked up): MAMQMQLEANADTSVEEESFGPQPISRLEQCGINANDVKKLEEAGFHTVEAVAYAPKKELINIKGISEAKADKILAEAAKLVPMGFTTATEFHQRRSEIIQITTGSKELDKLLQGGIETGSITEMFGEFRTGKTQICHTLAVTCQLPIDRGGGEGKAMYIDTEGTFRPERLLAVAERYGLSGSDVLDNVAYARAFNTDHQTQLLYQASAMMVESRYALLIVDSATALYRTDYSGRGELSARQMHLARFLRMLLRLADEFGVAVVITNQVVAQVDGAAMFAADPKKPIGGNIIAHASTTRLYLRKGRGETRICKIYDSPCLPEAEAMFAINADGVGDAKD
#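 System: human Rad51 nucleoprotein filaments preassembled on unlabelled ssDNA. Reagent: labelled 47-mer dsDNA for strand exchange. Schedule: 30-min compound preincubation and 15-min exchange, both room temperature. Measured by: FRET fluorescence dequenching, excitation 485 nm, emission 520 nm. Read-out: Fluorescence-based percent inhibition, control- and blank-normalised. Benchmarks: plate controls and plate blanks.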
# Numbers without * were called inactive; i = inactive; x = not tested or not shown; [ ] = remark or other dose. These rows are one share of the data; the hit share may differ from the screen's.
# Short forms – A = eIF4E 4G PPI; B = zVAD death inh; C = Hck Nef HTS; D = Tb hexokinase; E = 14-3-3 Bad inh; F = Calpain2 inh; G = EP2 modulator; H = PGE2 EP2 inh; I = Rad51 HR inh
> C=CCON/C(CCC)=C1\C(=O)C(C(=O)OC)C(C)(C)CC1=NC (stereo not drawn)
  A: -2	B: 0.3	C: -4	D: -3	E: -3	F: -26	G: 19	H: 2	I: 29
> Cc1ccc(C)n1-c1ccc(-c2ccnc(N)n2)cc1
  A: -5	B: 1.5	C: 28	D: -24	E: -10	F: -110	G: -27	H: 0	I: -34
> O=C(c1ccccc1)N1CCN(CC(O)COCC2CC=CCC2)CC1 (stereo not drawn)
  A: -4	B: 0.0	C: -2	D: 3	E: 62	F: -2	G: 8	H: 10	I: 0
> N#CC1=C(N)S[C@@H](C(=O)c2ccc(F)cc2)[C@@H]1c1cccs1
  A: 4[fluorescence artefact?]	B: 0.1	C: 0	D: -11	E: 0	F: -9	G: 4	H: 13	I: -2
> COc1ccccc1NC(=O)CSc1nnnn1Cc1ccccc1
  A: -8	B: 0.1	C: 1	D: 3	E: -10	F: -46	G: -11	H: 0	I: 4
> Cc1cc(C(=O)NCc2ccccc2Br)no1
  A: 5[fluorescence artefact?]	B: -0.2	C: 0	D: 2	E: 10[fluorescence artefact?]	F: -19	G: 12	H: 3	I: -4
> Cc1ccc(C)c(NC(=O)C2CCCN2C(=O)NC2CCCCC2)c1 (stereo not drawn)
  A: 0	B: 42	C: 21	D: 0	E: -6	F: -5	G: -8	H: 8	I: 3
> CC(=O)Nc1ccc(NC(=O)C(C)c2cccc(C(=O)c3ccccc3)c2)cc1 (stereo not drawn)
  A: -1	B: 1.1	C: 6	D: -11	E: -7[fluorescence artefact?]	F: -4	G: -50	H: 23	I: x
> O=C(NC1CCCCCCC1)c1cnccn1
  A: -3	B: 0.1	C: 1	D: 2	E: -2	F: 14	G: 3	H: 19	I: 6
> Cc1ccccc1C(=O)Nc1nnc(CC(=O)N/N=C/c2ccncc2)s1
  A: 1	B: -0.2	C: -21	D: -6	E: 0	F: -76	G: 24	H: 7	I: x
> CCOC(=O)Cc1csc(NC(=S)NC(=O)c2ccccc2)n1
  A: 1	B: 0.3	C: 1	D: -17	E: -13	F: 14	G: 9	H: 4	I: x
> Cc1oc(-c2ccc(Cl)cc2)nc1CS(=O)CC(=O)NCCCN(C)C1CCCCC1 (stereo not drawn)
  A: 3	B: 0.1	C: -1	D: 4	E: 4	F: -1	G: 3	H: 3	I: 0
> CCCCOc1ccc(-c2nnn(CC(=O)c3c[nH]c4ccccc34)n2)cc1
  A: -4	B: 0.3	C: 1	D: -4	E: 7[fluorescence artefact?]	F: -5	G: -9	H: 4	I: 3
> CCc1nnc(NC(=O)C2CC(=O)N(Cc3ccccc3)C2)s1 (stereo not drawn)
  A: 3	B: 1.9	C: 14	D: -3	E: -6	F: -24	G: 9	H: 3	I: 4
> COc1ccc(OC)c(C(=O)c2ccc(C(=O)N3CCCCC3)cc2)c1
  A: 4	B: -0.1	C: 0	D: -10	E: -5	F: 22	G: 20	H: 20	I: -1
> CCC(C)(C)NC(=O)CN(C(=O)CNS(=O)(=O)c1ccccc1)c1ccccc1
  A: 5[fluorescence artefact?]	B: 0.0	C: 3	D: 9	E: 0[fluorescence artefact?]	F: -10	G: 3	H: 6	I: 0
> Cc1nn(C(=O)c2nn(C)cc2Cl)c(C)c1Br
  A: -5[fluorescence artefact?]	B: 0.5	C: 2	D: 28	E: -17	F: 17	G: 13	H: 5	I: 3
> Cc1ccc(/C=N/N2C(=O)c3ccccc3NC2c2ccc(C)cc2)cc1 (stereo not drawn)
  A: -4	B: 1.7	C: 1	D: -8	E: -10	F: -8	G: 8	H: 5	I: 8
> CCC(=O)Nc1ccc(NC(=O)c2ccc3c(c2)OCO3)cc1
  A: 3	B: -0.1	C: 2	D: -6	E: 5	F: -16	G: 1	H: 11	I: 9
> CCCn1c2ccccc2c2nnc(SCc3[nH]c(=O)[nH]c3C(=O)CCCCC(=O)OCC)nc21
  A: -5[fluorescence artefact?]	B: 0.9	C: 6	D: -10	E: 7	F: -72	G: 6	H: 13	I: -2
> COc1ccc(NC(=O)COC(=O)C23CC4CC(CC(Cl)(C4)C2)C3)c(OC)c1
  A: -2	B: 1.9	C: 16	D: -1	E: -5	F: 21	G: 9	H: 3	I: 18
> CCOC(=O)c1[nH]c2ccc(OC)cc2c1NC(=O)c1ccc2c(c1)OCO2
  A: 10	B: -0.6	C: 1	D: -20	E: 12	F: -1	G: 9	H: 7	I: 6
> CN(C1=NC(=O)C(CC(=O)Nc2ccc(Br)cc2)S1)c1ccc(O)cc1 (stereo not drawn)
  A: -9	B: 1.6	C: 2	D: 4	E: -8	F: -60	G: -33	H: 11	I: 3
> CC1=C(C(=O)Nc2ccccc2)C(c2ccc(C)o2)N2C(=O)CSC2=N1 (stereo not drawn)
  A: -5	B: 0.0	C: 1	D: -14	E: -14	F: -11	G: 18	H: 13	I: -3
> COc1ccc2c(c1)c(CCN1C(=O)c3ccccc3C1=O)cn2C(=O)c1ccco1
  A: -18	B: 0.7	C: 0	D: -6	E: 1	F: -66	G: -5	H: 11	I: 3
> Cc1oc(-c2cccs2)nc1CN1CCN(Cc2ccc(F)c(F)c2)C(CCO)C1 (stereo not drawn)
  A: 3	B: -0.2	C: 9	D: -5	E: -15	F: -25	G: -13	H: -1	I: x
> COc1cccc(CN2CCC(C(=O)N3CCC(C)CC3)CC2)c1
  A: -1	B: -0.2	C: -11	D: -2	E: -5	F: -7	G: 18	H: 3	I: -52
> C/C(=N\NC(=O)C1CCCN(S(=O)(=O)c2ccccc2)C1)c1ccccn1 (stereo not drawn)
  A: -11	B: 35	C: 2	D: 6	E: 0	F: -49	G: -2	H: 15	I: 9
> OCC(CO)(CO)NCc1ccc(-c2ccccc2)cc1
  A: 3	B: 3.8	C: 2	D: 0	E: -11	F: -1	G: 11	H: 6	I: -7
> Cc1nn(C)cc1CNC(=O)c1cc2n(n1)C(C(F)(F)F)CC(c1cccs1)N2 (stereo not drawn)
  A: -1	B: -0.2	C: 0	D: 0	E: -2	F: -9	G: 1	H: 5	I: 0

# Some entries already given, limited to zVAD death inh.
compound	zVAD death inh
CN(C1=NC(=O)C(CC(=O)Nc2ccc(Br)cc2)S1)c1ccc(O)cc1 (stereo not drawn)	1.6
Cc1nn(C)cc1CNC(=O)c1cc2n(n1)C(C(F)(F)F)CC(c1cccs1)N2 (stereo not drawn)	-0.2

# (more compounds)
# Short forms – A = eIF4E 4G PPI; B = zVAD death inh; C = Hck Nef HTS; D = Tb hexokinase; E = 14-3-3 Bad inh; F = Calpain2 inh; G = EP2 modulator; H = PGE2 EP2 inh; I = Rad51 HR inh
> COC(=O)CNc1nc(OC)nc(N(C)C)n1
  A: -12	B: -0.2	C: 0	D: 2	E: 0	F: -1	G: 15	H: 17	I: 5
> FC(F)(F)c1ccc2c(c1)n(Cc1ccccc1)c1[n+]2CCCCC1
  A: 7	B: -0.5	C: -30	D: 6	E: 21	F: 24	G: 13	H: 2	I: -8
> Cc1ccc(S(=O)(=O)N(C)Cc2ccc(C(=O)N/N=C3\CCCC(=O)C3)cc2)cc1
  A: 18	B: -0.1	C: 4	D: -8	E: 4	F: 3	G: -28	H: 6	I: -10
> Cc1cnc(NC(=O)CN2C(=O)C3CC=CCC3C2=O)s1 (stereo not drawn)
  A: -8	B: 0.3	C: 1	D: 1	E: -12	F: -20	G: 6	H: 2	I: -3
> COc1cc(-c2nc(=S)[nH][nH]2)cc(OC)c1OC
  A: 1	B: 7.8	C: 21	D: -7	E: 1	F: -19	G: 20	H: 6	I: 0
> Nc1c(C(=O)NCc2ccc(F)cc2)c2nc3ccccc3nc2n1CCCN1CCOCC1
  A: 12	B: -0.2	C: 48	D: -20	E: -7	F: i	G: 16	H: 8	I: 6
> Cc1ccc2nc(Cl)c(/C=N/Nc3ccc(C(=O)O)cc3)cc2c1
  A: -4	B: 0.3	C: -1	D: -11	E: 7	F: 50	G: -42	H: 4	I: -25
> O=C(/C=C/c1ccccc1)N1CCN(c2ccccn2)CC1
  A: -6[fluorescence artefact?]	B: 0.0	C: -2	D: -2	E: -2[fluorescence artefact?]	F: -13	G: 3	H: 1	I: 1
> Cc1nc(-c2nc(-c3c(C(=O)NNC(=O)Nc4ccccc4)noc3C)cs2)cs1
  A: -1	B: 0.4	C: 8	D: -11	E: -4	F: 3	G: -23	H: 3	I: 1
> CCc1nc(N[C@H](C(=O)O)C(C)CC)c2oc3ccccc3c2n1 (stereo partly drawn)
  A: 1	B: 0.4	C: -1	D: -4	E: -6	F: -3	G: 16	H: 13	I: -2
> Cc1ccc(NC(=O)NCCCl)cc1S(=O)(=O)N1CCOCC1
  A: -5	B: 0.1	C: 15	D: -8	E: -12	F: -15	G: -23	H: 12	I: x
> Cc1nc2cc(S(=O)(=O)C(F)(F)F)ccc2s1
  A: -2	B: 3.5	C: -2	D: -7	E: -2	F: 28	G: 19	H: 7	I: 10
> COCCCNC(=O)Cn1nnc(-c2ccc(NC(=O)c3ccc(F)cc3)cc2)n1
  A: 3[fluorescence artefact?]	B: 73	C: -3	D: -4	E: 17[fluorescence artefact?]	F: -26	G: 10	H: 11	I: -2
> Cc1cc(N2CCOCC2)nc(N)n1
  A: 0	B: 4.1	C: 21	D: -5	E: -10	F: -17	G: -12	H: 5	I: 16
> O=C(NCc1cccnc1)c1noc2c1CCCC2
  A: 4	B: -0.6	C: -9	D: 0	E: 9	F: 6	G: 1	H: 4	I: 5
> CCCCNc1c2c(nc3c(-c4ccccc4)c(C)nn13)CCC2
  A: -1	B: 0.5	C: 1	D: -14	E: -10	F: -169	G: 36	H: 10	I: -2
> CC1=C(C(=O)OCc2ccc3c(c2)OCO3)C(c2ccc(O)c([N+](=O)[O-])c2)NC(=O)N1 (stereo not drawn)
  A: 0	B: 2.6	C: 19	D: -1	E: -6	F: 16	G: 12	H: 34	I: 4

# In the list so far, 7 have fluorine.
# Short forms – A = eIF4E 4G PPI; B = zVAD death inh; C = Hck Nef HTS; D = Tb hexokinase; E = 14-3-3 Bad inh; F = Calpain2 inh; G = EP2 modulator; H = PGE2 EP2 inh; I = Rad51 HR inh
> N#CC1=C(N)S[C@@H](C(=O)c2ccc(F)cc2)[C@@H]1c1cccs1
  A: 4[fluorescence artefact?]	B: 0.1	C: 0	D: -11	E: 0	F: -9	G: 4	H: 13	I: -2
> Cc1oc(-c2cccs2)nc1CN1CCN(Cc2ccc(F)c(F)c2)C(CCO)C1 (stereo not drawn)
  A: 3	B: -0.2	C: 9	D: -5	E: -15	F: -25	G: -13	H: -1	I: x
> Cc1nn(C)cc1CNC(=O)c1cc2n(n1)C(C(F)(F)F)CC(c1cccs1)N2 (stereo not drawn)
  A: -1	B: -0.2	C: 0	D: 0	E: -2	F: -9	G: 1	H: 5	I: 0
> FC(F)(F)c1ccc2c(c1)n(Cc1ccccc1)c1[n+]2CCCCC1
  A: 7	B: -0.5	C: -30	D: 6	E: 21	F: 24	G: 13	H: 2	I: -8
> Nc1c(C(=O)NCc2ccc(F)cc2)c2nc3ccccc3nc2n1CCCN1CCOCC1
  A: 12	B: -0.2	C: 48	D: -20	E: -7	F: i	G: 16	H: 8	I: 6
> Cc1nc2cc(S(=O)(=O)C(F)(F)F)ccc2s1
  A: -2	B: 3.5	C: -2	D: -7	E: -2	F: 28	G: 19	H: 7	I: 10
> COCCCNC(=O)Cn1nnc(-c2ccc(NC(=O)c3ccc(F)cc3)cc2)n1
  A: 3[fluorescence artefact?]	B: 73	C: -3	D: -4	E: 17[fluorescence artefact?]	F: -26	G: 10	H: 11	I: -2
